# GoLoco inh red – qHTS Assay for Inhibitors of RGS12 GoLoco Motif Activity (Red Fluorophore) | Potency, µM (highest dose often 61.6 µM), for the others: at the top dose activity, negative = inhibition, most hits filed as inhibitors | Guanine nucleotide-binding protein G(i) subunit alpha-1 (Homo sapiens), P63096 | actives 0.44% (n = 230,000) | Gai1:RGS12 GoLoco peptide FP, rhodamine, 10 min; active means well fitted inhibition curve with a large enough effect, not every such curve was filed as active; inactive means no such curve, though single readings can be large or run the other way; further: on the % scale 0 is the no-effect control and ±100 the full control effect; nearly all actives have a fitted effect of over 30% in size; many of its hits are not listed in these tables
# Target sequence (P63096 whole entry, looked up): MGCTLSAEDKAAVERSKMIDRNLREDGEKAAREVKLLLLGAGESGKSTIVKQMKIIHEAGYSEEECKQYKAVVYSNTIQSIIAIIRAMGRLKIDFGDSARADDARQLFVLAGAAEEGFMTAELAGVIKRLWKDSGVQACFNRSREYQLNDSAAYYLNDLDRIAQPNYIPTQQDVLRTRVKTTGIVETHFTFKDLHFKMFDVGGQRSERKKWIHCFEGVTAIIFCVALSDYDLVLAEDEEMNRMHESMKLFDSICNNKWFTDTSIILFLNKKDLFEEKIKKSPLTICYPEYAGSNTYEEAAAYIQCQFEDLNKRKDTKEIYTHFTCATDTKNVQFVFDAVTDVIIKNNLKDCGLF
# TR SRC2 fluor cs – Total Fluorescence Counterscreen for Inhibitors of the Interaction of Thyroid Hormone Receptor and Steroid Receptor Coregulator 2; TRb/SRC2 Texas Red total fluorescence interference; AID 1479, 2009; Potency, µM (top dose mostly 106 µM), for the others: at the highest dose fluorescence change, negative = quenching; actives 0.29% (n = 280,000); active means well fitted curve in either direction with a large enough effect; inconclusive means small, poorly fitted or top-dose-only effect; further: on the % scale 0 is the no-effect control and ±100 the full control effect
#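 Human TRb ligand-binding domain at 0.6 uM with 20 nM Texas Red SRC2 peptide in Tris buffer containing 1 uM T3 and 5% DMSO, incubated with compound 5 h at ambient temperature. Total fluorescence (555/632 nm) calculated as parallel + 2 × perpendicular.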
# RECQ1 inh – qHTS Assay for Inhibitors of RecQ-Like Dna Helicase 1 (RECQ1); actives 0.54% (n = 240,000); RECQ1 DNA unwinding, red fluorescence kinetic read; Potency, µM (series often up to 57.3 µM), inactives show at the top dose activity, negative = inhibition, actives largely listed as inhibitors;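 further: plate controls were vehicle for no effect and no enzyme for full effect; nearly all actives have a fitted effect of over 30% in size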
# Target sequence (P46063 whole entry, looked up): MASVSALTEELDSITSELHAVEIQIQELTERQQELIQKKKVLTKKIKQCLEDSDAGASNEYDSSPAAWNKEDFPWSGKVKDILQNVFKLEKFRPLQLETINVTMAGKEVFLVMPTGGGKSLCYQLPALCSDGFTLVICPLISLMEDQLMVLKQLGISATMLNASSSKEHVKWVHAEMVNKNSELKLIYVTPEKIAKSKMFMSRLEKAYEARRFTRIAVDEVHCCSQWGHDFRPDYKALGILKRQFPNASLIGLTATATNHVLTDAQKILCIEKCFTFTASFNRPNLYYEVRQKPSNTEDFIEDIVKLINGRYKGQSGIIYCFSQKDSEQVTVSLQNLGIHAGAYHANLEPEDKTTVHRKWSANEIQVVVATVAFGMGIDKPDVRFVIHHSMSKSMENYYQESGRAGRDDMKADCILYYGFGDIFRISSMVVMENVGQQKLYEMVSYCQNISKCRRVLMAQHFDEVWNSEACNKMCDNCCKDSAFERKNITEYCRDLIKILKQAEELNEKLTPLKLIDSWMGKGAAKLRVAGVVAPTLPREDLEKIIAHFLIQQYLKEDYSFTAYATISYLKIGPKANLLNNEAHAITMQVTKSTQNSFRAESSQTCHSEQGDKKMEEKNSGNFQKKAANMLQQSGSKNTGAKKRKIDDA
#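 RECQ1T1 50 nM; forked duplex (20 bp + 30-nt ss tails) 200 nM, ATP 2 mM final; pH 8.0, 2 mM MgCl2, 2.5 ug/ml poly(dI-dC); 15 min compound preincubation; discontinuous kinetic read over 2 h at RT.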
# TRb-SRC2 inh – qHTS for Inhibitors of the Interaction of Thyroid Hormone Receptor and Steroid Receptor Coregulator 2; Thyroid hormone receptor beta (Homo sapiens), P10828; TRbeta-SRC2 peptide binding, fluorescence polarization; receptor liganded with 1 µM T3; Potency, µM (titrated, usually from 106 µM), for the others: top-dose activity change, negative = inhibition, actives largely listed as inhibitors; actives 0.065% (n = 280,000); AID 1469, 2008;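 further: plate controls were bound peptide for no effect and peptide without receptor for full effect; nearly all actives have a fitted effect of over 50% in size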
#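 Compounds were added to 0.6 uM TRb ligand-binding domain and 20 nM Texas Red-labeled SRC2 peptide in Tris buffer containing 1 uM T3, incubated 5 hr at ambient temperature, then read by fluorescence polarization.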
# Lamin A splicing – qHTS Assay for Modulators of Lamin A Splicing; actives 0.01% (n = 200,000); HeLa LMNA splicing GFP/RFP minigene ratio, 48 h; AID 1487, 2009; Potency, µM (titrated, usually from 46.1 µM), for the others: top-dose ratio change, negative = inhibition, usual class: inhibitors; active means well fitted inhibition curve with a large enough effect in the signal ratio, with a control signal flat, not every such curve was filed as active; inconclusive means small, poorly fitted or top-dose-only effect, or effect the other way, or a change in a side signal; the % refers to the signal ratio; further: on the % scale 0 is the no-effect control and ±100 the full control effect
#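 Read-out is the ratio of GFP to DsRed2 object intensity, acquired by 488 nm laser-scanning cytometry on HeLa lamin A-EGFP minigene reporter cells. Compound incubation 48 hrs at 37 °C in Opti-MEM with 2% FBS; DMSO 0.5% final.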
# SMN2 splice up – qHTS Assay for Enhancers of SMN2 Splice Variant Expression | HEK293 SMN2-luciferase splicing reporter, luminescence, 30-36 h | Potency, µM (highest dose often 46.1 µM), for the others: at the top dose activity change, positive = activation, actives largely listed as activators | actives 2.8% (n = 210,000) | AID 1458, 2008; further: % of control where 0% means no effect; nearly all actives have a fitted effect of over 55% in size
#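 qHTS luciferase splicing reporter: luminescence rises when SMN2 exon 7 is included in transfected HEK293 cells. Compound exposure lasted 30-36 h at 37C, with 4.5 mM final sodium butyrate as control, followed by a ONE-Glo read.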
# KDM4E inh – qHTS Assay for Inhibitors of Human Jumonji Domain Containing 2E (JMJD2E); Lysine-specific demethylase 4E (Homo sapiens), B2RXH2; JMJD2E catalytic domain, FDH-coupled NADH fluorescence (FDH is formaldehyde dehydrogenase); Potency, µM (doses to about 57.1 µM), for inactives: top-dose activity change, negative = inhibition, usual class: inhibitors; actives 1.6% (n = 230,000); active means well fitted inhibition curve with a large enough effect, not every such curve was filed as active; inconclusive means small, poorly fitted or top-dose-only effect, or another doubt; inactive means no such curve, though single readings can be large or run the other way;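 further: 0% = wells with enzyme and -100% = buffer wells without enzyme; nearly all actives have a fitted effect of over 50% in size; many of its hits are not listed in these tables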
# ALDH1A1 block – qHTS Assay for Inhibitors of Aldehyde Dehydrogenase 1 (ALDH1A1). Aldehyde dehydrogenase 1A1 (Homo sapiens), P00352. Purified ALDH1A1, NADH fluorescence, propionaldehyde substrate. Potency, µM (series often up to 75.3 µM), inactives show at the top dose activity, negative = inhibition, hits mostly inhibitors. actives 7.3% (n = 220,000). AID 1030, 2008; active means well fitted inhibition curve with a large enough effect, not every such curve was filed as active; inconclusive means small, poorly fitted or top-dose-only effect, or another doubt; inactive means no such curve, though single readings can be large or run the other way;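 further: plate controls were no enzyme wells and a reference inhibitor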
# The depositor's hits bear a star; i = inactive; ? = inconclusive; . = not tested or not shown; & = joins results of further samples; [ ] = remark or other dose. Unless noted, the call rests on the fitted dose curve; in most records, active means well fitted curve in the direction sought with a large enough effect; inconclusive means small, poorly fitted or top-dose-only effect, or another doubt; inactive means no such curve, though single readings can be large; an effect the other way counts as inactive or inconclusive. Potency means the concentration at half of the fitted maximal effect. An excerpt (hit frequency here may not be typical).
SMILES,GoLoco inh red,TR SRC2 fluor cs,RECQ1 inh,TRb-SRC2 inh,Lamin A splicing,SMN2 splice up,KDM4E inh,ALDH1A1 block
Cc1ccc(C(=O)Nc2ccc(OCc3ccccc3)cc2)cc1[N+](=O)[O-],11%,0%,i,-4%,-4%,-14%,0%,-4%
CS(=O)(=O)N(CC(=O)NCCSc1ccccn1)c1cccc2ccccc12,5%,-6%,i,1%,?,3%,-4%,3%
O=C(Nc1ccccc1)c1cccc(C(F)(F)F)c1,0%,-3%,-1%,-4%,?,-9%,4%,-2%
O=c1[nH]cnc2nc3n(c12)CCCCC3,1%,-1%,-5%,-11%,-1%,11%,13%,10%
CC(=O)c1c(C)[nH]c(C(=O)COc2ccc(C#N)cc2)c1C,8%,-3%,-8%,0%,9%,-22%,0%,4%
COc1ccc(CCn2ccc(O)c(Cc3c(F)cccc3Cl)c2=O)cc1OC,4%,-3%,-5%,-5%,-28%[46 µM],-5%,13%,-8%
Cc1cccc(NC(=O)CSc2nnc(-c3ccc(S(=O)(=O)N4CCCC4)cc3)o2)c1,10%,-5%,i,-6%,-8%,-3%,7%,?
CCN(CC)c1ccc(CNCc2cccs2)cc1,-2%,1%,?,6%,-1%[46 µM],-10%,-9%,?
CC(c1ccon1)N(C)C(=O)CCc1nnc(Cc2ccc(-c3ccccc3)cc2)o1 (configuration not stated),9%,-7%,-10%,10%,.,.,2%,?
OCCNc1nc2ccccc2n1-c1ccccc1,4%,-3%,i,5%,4%,22%,-1%,-2%
Cc1c(C(=O)O)sc(=S)n1-c1ccc(Cl)cc1,8%,-3%,-3%,-17%,-10%,-9%,-4%,3%
Cc1ccc(C(=O)CC2(O)C(=O)N(C)c3ccccc32)s1 (configuration not stated),6%,0%,i,6%,.,-20%,-2%,2%
CCNc1nc(Oc2ccc(C(=O)OC)cc2)nc(N(C)C)n1,-9%,0%,2%,1%,-1%,-19%,-6%,6%
CSC1=NCCN1C(=O)Cc1ccc(-c2ccccc2)cc1,-78%,-2%,i,1%,.,-61%[inhibitor],-14%,-10%
CC(C(=O)NCC1CCCO1)N(C(=O)c1snc(C(N)=O)c1N)c1ccccc1 (configuration not stated),-4%,-3%,-4%,0%,5%,4%,?,?
Cc1cc(NC2CCCCC2)nc(-c2ccccc2O)n1,.,-1%,-7%,-5%,?,.,-2%,2%
CN(CCC1CCCCO1)C(=O)CCc1nnc(CCCCc2ccccc2)o1 (configuration not stated),-3%,-2%,-9%,1%,?,8%,-4%,-6%
Cc1ccc(N2C(=O)c3cccc4c(N)ccc(c34)C2=O)c2cccnc12,20%,-2%,?,2%,.,.,-2%,.
O=C(Nc1ccc2nccnc2c1)c1ccco1,1%,-2%,i,4%,?,?,?,?
O=C(CCn1cnc2ccccc2c1=O)Nc1ccc(S(=O)(=O)N2CCCC2)cc1,3%,2%,i,5%,5%,-3%,11%,-2%
CC(C)C(=O)Nc1cccc(C(=O)NCc2ccc3c(c2)OCO3)c1,-5%,-3%,-5%,-20%,-4%,-26%,-1%,-3%
CCOc1ccc2nc(NC(=O)CN3CCC(n4nnc5cc(F)ccc54)CC3)sc2c1,22%,2%,-22%,6%,?,-73%[inhibitor],-4%,-3%
CCn1c(O)c(/C=C2\C=Nc3ccccc32)sc1=Nc1ccc(C)cc1,2%,2%,-8%,0%,0%,-9%,-2%,0%
O=C(c1ccccc1)N1CCN(c2ccc([N+](=O)[O-])c(N3CCOCC3)c2)CC1,84%[activator],0%,0%,-2%,-6%,-8%,6%,0.89µM*
O=C(CCCOc1ccccc1)Nc1nccs1,18%,-6%,11%,-5%,12%,-17%,5%,?
CNc1ncnc2c1ncn2[C@H]1C[C@H](OP(=O)(O)O)[C@@H](COP(=O)(O)O)O1,8%,-5%,i,3%,-19%,19%,-11%,7%
CCNC(=O)CN1C(=O)NC2(CCCc3cc(OC)ccc32)C1=O (configuration not stated),5%,5%,11%,8%,-3%,8%,8%,4%
Cc1ccc(N/C=C(/C#N)c2ccsc2)cc1C,0%,-4%,-6%,-18%,2%,13µM*,-5%,-12%
COc1ccc(C(c2nnnn2Cc2cccs2)N2CCN(c3ccccc3F)CC2)cc1OC (configuration not stated),3%,-7%,-11%,-2%,8%,-7%,-26%,?
CCNc1nc(NC(C)C)nc(N2CC(=O)N(CC(=O)OCC)C2=N)n1,0%,1%,-6%,3%,1%,-15%,6%,-9%
CCc1c(O)nc(SCC(=O)Nc2ccc(OC)cc2)n(C2CCCCC2)c1=O,2%,-1%,-10%,-15%,-8%,-14%,-4%,?
CC(C)CNC(=S)NNC(=O)c1ccccc1OC(F)F,4%,-3%,-11%,3%,5%,-35%[inhibitor],-3%,-3%
Cc1sc2c(c1C)c(=O)nc1n2Cc2ccccc2-1,-11%,0%,i,-5%,-4%,?,?,?
Cc1c(C)c(C)c(CN2CCCC2)c(C)c1C,38%[activator],0%,i,5%,.,.,0%,.
O=C(/C(N=Nc1cccc(C(F)(F)F)c1)=C(/O)c1cccs1)C(F)(F)F,3%,-2%,-13%,3%,.,.,0%,0%
COc1ccc(OC)c(-c2csc(NC(=O)c3ccc(OCC4CCCO4)cc3)n2)c1 (configuration not stated),27%,?,-3%,2%,?,-25%,?,?
CN(C)c1nc2n(c(=S)n1)CCS2,6%,2%,i,-3%,4%,?,3%,-4%
CCOC(=O)CSc1nnnn1-c1cccc2ccccc12,12%,2%,8%,-17%,-2%,-32%[inhibitor],0%,1.8µM*
CC(=O)c1cnc(SCC(=O)O)nc1C,8%,-2%,i,5%,-3%[46 µM],3%,6%,7%
CC(=O)Nc1ccccc1Nc1cc(C#N)c(C#N)cc1[N+](=O)[O-],10%,-4%,-12%,-7%,11%,3%,7%,-3%
O=C(CCc1nc2ccccc2[nH]c1=O)OCC(=O)c1ccc(Cl)cc1,-3%,-6%,2%,-3%,-8%,17%,-28%,9%
O=C1CC(c2ccc(F)cc2)Cc2nc(N3CCOCC3)ncc21 (configuration not stated),-5%,2%,-15%,-12%,1%,12%,-15%,28µM*
COc1ccc(C(=O)CSc2nnnn2C)c(OC)c1,1%,1%,-1%,1%,20%[46 µM],.,?,?
Cn1c2c(c(=O)n(C)c1=O)C(c1ccccc1OC(F)F)C1=C(CCCC1=O)N2 (configuration not stated),.,-1%,i,-2%,-7%,.,2%,-6%
Cc1ccc2nc(-c3ccc(NC(=S)NC(=O)CC(C)C)cc3)sc2c1,-3%,1%,-8%,7%,-13%,31%,7%,6%
O=C(c1cccc(C(F)(F)F)c1)C1CCCN(C(=O)CCCn2cncn2)C1 (configuration not stated),-7%,-5%,0%,-2%,.,.,-9%,1%
CN1CCCN(C(=O)Cc2c(Cl)cccc2Cl)c2nc3ccccc3nc21,7%,3%,-9%,-8%,0%,5%,?,?
Cc1cc(C)n(CC(=O)N/N=C/c2ccc3c(c2)OCO3)n1,4%,0%,2%,6%,0%,-10%,-4%,9%
Cc1ccc(-c2[nH]c3ccccc3c2SCCNC(=O)c2ccc(S(=O)(=O)N3CCOCC3)cc2)cc1,-6%,-2%&-3%,-11%,-1%&2%,?,-18%&-26%,-15%,-13%
CC(C)N=C=NC(C)C,3%,-2%,8%,4%,.,-1%,.,0%
# Continued.
SMILES,GoLoco inh red,TR SRC2 fluor cs,RECQ1 inh,TRb-SRC2 inh,Lamin A splicing,SMN2 splice up,KDM4E inh,ALDH1A1 block
Cc1ccc(-n2c(SCc3cc(=O)n4ccsc4n3)nnc2-c2cccnc2)c(C)c1,4%,-4%,-22%,-1%,-4%,3%,-1%,4%
CC1CCc2c(sc3nc(CSc4nnnn4C)[nH]c(=O)c23)C1 (configuration not stated),22%,-4%,-5%,5%,6%[46 µM],.,-5%,?
COc1ccccc1-n1c(N)c(C(=O)NCC2CCCO2)c2nc3ccccc3nc21 (configuration not stated),3%,-9%,-1%,-5%,-19%,-21%,?,?
Cc1cc(C)cc(N=c2c([N+](=O)[O-])nn(-c3cccc(Cl)c3)n2O)c1,-1%,3%,-9%,-4%,2%,-9%,-3%,4%
COc1ccc(OC)c(C2CC(=O)C(C)C(c3cc(OC)ccc3OC)N2)c1 (configuration not stated),9%,0%,-10%,8%,0%,-29%,-1%,1%
COCCn1nc2cc(C(=O)NCc3cc(C(F)(F)F)cc(C(F)(F)F)c3)ccc2c1OC,-2%,0%,0%,-13%,12%,-16%,-2%,?
CCOc1ccc(CCNC(=O)CN2C(=O)NC(CCSC)C2=O)cc1OCC (configuration not stated),14%,-1%,-2%,-11%,-12%[46 µM],11%,-15%,-7%
CNc1nc(OCC(F)(F)F)nc(N2CCOCC2)n1,-6%,0%,-2%,4%,6%,-8%,0%,7%

# Fetched one by one from the list above, 3 records:
SMILES,GoLoco inh red,TR SRC2 fluor cs,RECQ1 inh,TRb-SRC2 inh,Lamin A splicing,SMN2 splice up,KDM4E inh,ALDH1A1 block
COc1ccccc1-n1c(N)c(C(=O)NCC2CCCO2)c2nc3ccccc3nc21 (configuration not stated),3%,-9%,-1%,-5%,-19%,-21%,?,?
Cc1ccc(-n2c(SCc3cc(=O)n4ccsc4n3)nnc2-c2cccnc2)c(C)c1,4%,-4%,-22%,-1%,-4%,3%,-1%,4%
COCCn1nc2cc(C(=O)NCc3cc(C(F)(F)F)cc(C(F)(F)F)c3)ccc2c1OC,-2%,0%,0%,-13%,12%,-16%,-2%,?

# Bioassay records (PubChem BioAssay)
